# Source: PubChem BioAssay (several laboratories)
# BaF3 parental: counter-screen for JAK2V617F inhibitors: parental Ba/F3 viability inhibitors; AID 1486; 220,000 compounds, 1.1% hits; CellTiter-Glo ATP luminescence; inhibition, % at 5.6 µM;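 active means inhibition above a per-campaign cutoff, the mean inhibition of all tested compounds plus 3 SD, cut at about 27% in these data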;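 further: 0% = DMSO wells and 100% = JAK Inhibitor I control wells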
# PPC-1+TRAIL kill: kills PPC-1 cancer cells in the presence of TRAIL; cell killing (% activity), % at 4 µM; AID 1443; 220,000 compounds, 0.41% hits; PPC-1 cells + TRAIL, ATPLite viability luminescence;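 active means cell killing above 50% in the first pass at 4 µM, then a duplicate retest at 5 µM averaging 50% or more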;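 further: plate controls were cells with TRAIL plus DMSO for no effect and medium-only wells lacking cells for full effect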
# RBBP9 inhibitor: human RBBP9 hydrolase inhibition. O75884. recombinant RBBP9, FP-Rh probe fluorescence polarization. inhibition, % at 7.94 µM. 220,000 compounds, 0.2% hits;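 active means inhibition above the campaign mean of all tested compounds plus 3 SD, cut at about 14% in these data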;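 further: plate controls were DMSO wells with RBBP9 for no effect and wells lacking RBBP9 protein for full effect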
# Target sequence (O75884 whole entry, looked up): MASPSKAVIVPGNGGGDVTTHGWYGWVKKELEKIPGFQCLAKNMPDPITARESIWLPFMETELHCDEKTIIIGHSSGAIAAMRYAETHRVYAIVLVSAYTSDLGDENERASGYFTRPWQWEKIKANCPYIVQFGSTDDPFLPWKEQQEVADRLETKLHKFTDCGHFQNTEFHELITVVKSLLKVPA
#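 Assay system: recombinant human RBBP9; Reagent: Serine-hydrolase probe FP-Rh, 375 nM pre-mixing; Doses: 7.94 µM single dose, 0.794% DMSO; Incubation: 30 min then 45 min, 25 °C; Detection: fluorescence polarization (mP), excitation 525 nm, emission 598 nm; Evaluation: percent inhibition from mP, scaled between DMSO and no-protein wells.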
# zfTRPN1 agonist: activates the zebrafish TRPN1 channel; AID 1424; 220,000 compounds, 0.18% hits; HEK293 zebrafish TRPN1-YFP, Fluo-8 calcium fluorescence; 100% = response to 87 µM carbachol; activation, % at 3 µM;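 active means activation above its plate's cutoff, the mean activation of test wells on that plate plus 3 SD, cut at about 19% in these data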;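 further: 0% = DMSO alone and 100% = 87 µM carbachol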
#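 Assay system: Zebrafish TRPN1-YFP in HEK293 cells | Incubation: Dye loading 1 h at 37 °C, then 30 min room temperature | Measured by: Kinetic Fluo-8 fluorescence, ex 470-495, em 515-575 nm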
# CHOP inhibitor: blocks CHOP induction under ER stress. CHO-K1 CHOP-promoter luciferase, tunicamycin-induced, 15-18 h. inhibition, % at 10 µM. 220,000 compounds, 3.8% hits. AID 2732;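 active means compounds that reduced the stress-induced luciferase reporter signal by more than about 70% of percent inhibition, limit read from the data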;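 further: 0% = tunicamycin plus vehicle and 100% = wells without tunicamycin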
# TNF death inh: inhibitors of TNF-alpha induced necroptosis in Jurkat FADD-/- cells | 220,000 compounds, 0.068% hits | Jurkat FADD-/- TNF necroptosis rescue, ATP luminescence, 24 h; 0 = TNF only, 100 = no-TNF cells | AID 463075 | activation (protection from cell death), % at 10 µM;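 active means activation, meaning protection from cell death, of at least 50% relative to plate controls; inactive means activation below 50%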;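 further: necroptosis triggered by 40 ng/mL TNF-alpha added together with compound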
# Wee1 degr inh: human Wee1 degradation inhibition, primary screen; P30291; HeLa Luc-Wee1K328M stability, luciferase luminescence; 100% = proteasome inhibitor MG132 effect; reporter increase, % at 5 µM; 220,000 compounds, 1.2% hits;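 active means activation above the mean of all tested compounds plus 3 SD, set per screening run, cut at about 8.8% in these data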;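 further: cells exposed to compound for 20 h before luminescence read; 0% = DMSO alone and 100% = MG132 at 30 µM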
# Ba/F3 V617F tox: reduce viability of Ba/F3 cells dependent on JAK2V617F. Ba/F3 EpoR-JAK2V617F viability, ATP luminescence. inhibition, % at 5.6 µM. 220,000 compounds, 1.1% hits. AID 1446;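 active means inhibition above the campaign mean plus 3 SD over all tested compounds, cut at about 24% in these data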;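 further: cytokine-independent growth of Ba/F3 cells driven by EpoR plus mutant JAK2; 0% = DMSO-treated cells and 100% = JAK inhibitor I control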
# TRPML3 ag: agonists of human TRPML3 channel. Q8TDD5. HEK293 TRPML3-YFP, Fluo-8 calcium fluorescence; 100% = the carbachol control signal. activation, % at 3 µM. 220,000 compounds, 0.29% hits. AID 1448;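 active means activation above its plate's cutoff, the mean activation of the plate's test wells plus 3 SD, cut at about 12% in these data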;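 further: 0% = DMSO only wells and 100% = carbachol wells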
# Target sequence (Q8TDD5 whole entry, looked up): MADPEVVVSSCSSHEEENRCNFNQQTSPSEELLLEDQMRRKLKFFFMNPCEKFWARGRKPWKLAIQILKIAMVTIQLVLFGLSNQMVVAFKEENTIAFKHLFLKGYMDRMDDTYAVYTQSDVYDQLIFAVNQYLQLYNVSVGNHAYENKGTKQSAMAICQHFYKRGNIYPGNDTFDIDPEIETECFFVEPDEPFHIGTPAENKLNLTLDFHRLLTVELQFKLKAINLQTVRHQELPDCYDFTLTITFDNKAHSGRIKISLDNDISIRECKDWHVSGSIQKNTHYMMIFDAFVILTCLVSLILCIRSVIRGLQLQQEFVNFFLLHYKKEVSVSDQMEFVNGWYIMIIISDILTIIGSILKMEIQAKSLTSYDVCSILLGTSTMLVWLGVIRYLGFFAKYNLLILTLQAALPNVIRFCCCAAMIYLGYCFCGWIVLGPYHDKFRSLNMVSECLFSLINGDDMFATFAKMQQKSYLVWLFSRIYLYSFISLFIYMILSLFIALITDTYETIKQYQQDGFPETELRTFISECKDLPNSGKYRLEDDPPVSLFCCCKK
#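 Test system: TRPML3-YFP stable HEK293 cells. Doses: single point at 3 µM. Incubation: dye loading 1 h 37 °C then 30 min ambient, 125 s read. Signal: Fluo-8 calcium dye fluorescence, ex 470-495, em 515-575 nm. Measure: percent activation from peak-to-basal fluorescence ratio, scaled between DMSO and carbachol.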
# * hit, by the source's call; · = no result given; & = joins results of further samples.
SMILES,BaF3 parental,PPC-1+TRAIL kill,RBBP9 inhibitor,zfTRPN1 agonist,CHOP inhibitor,TNF death inh,Wee1 degr inh,Ba/F3 V617F tox,TRPML3 ag
Cc1c(N=C2SC(CC(=O)Nc3ccccc3)C(=O)N2CCN2CCOCC2)c(=O)n(-c2ccccc2)n1C (stereo not given),5.9,6.4,-10.9,-1.2,33.5,-1.3,-2.8,-0.1,0.3
Cc1nc(Sc2nnnn2-c2ccccc2)c(C#N)c(C)c1C,0.5,8.4,-8.4,-0.2,7.7,2.6,-0.8,-0.9,-0.2
CN1CCC(N(C)C(=S)Nc2ccc(F)cc2)CC1,13.4,-2.5,-3.2,1.0,-6.6,0.9,1.2,1.8,0.9
O=C(Nc1ccccc1-c1ccccc1)c1ccc(NC(=O)c2ccco2)cc1,2.1,28.5,-7.6,-0.6,44.3,1.9,0.5,-1.2,0.7
N#Cc1ccc(OCC(O)CS(=O)(=O)c2ccc(F)cc2)cc1 (stereo not given),10.1,14.6,-4.3,1.1,5.7,-0.4,-0.2,1.5,1.2
CN(/N=C/c1ccncc1)C1=NS(=O)(=O)c2ccccc21,7.0,7.6,0.7,-0.9,16.8,-2.3,-0.5,0.2,0.9
CCOC(=O)CC(=O)CSc1nc2c(sc(=S)n2-c2ccc(OCC)cc2)c(=O)[nH]1,9.7,-23.0,-2.9,-1.4,-3.4,0.1,-2.6,-1.2,-1.2
O=C(CSc1ccc(-c2nc3ccccc3[nH]2)cn1)Nc1ccc(S(=O)(=O)N2CCCC2)cc1,9.0,3.0,-98.1,-0.7,41.5,-0.5,-1.8,1.8,0.4
COc1ccc(C)c(S(=O)(=O)Nc2ccc(OCC(=O)O)cc2)c1,9.1,25.7,-8.8,-0.1,29.1,0.8,-2.3,-0.8,-0.1
Cc1occc1C(=O)NNC(=O)Cc1ccccc1,4.3,25.2,-3.8,1.4,17.3,-0.8,-1.6,-1.4,1.2
COc1ccc(/C=C/C(=O)NCCn2c(C)cc3ccccc32)cc1OC,4.1,9.4,5.0,-0.2,-0.8,0.3,0.3,-1.5,-0.1
COc1cccc(NC(=O)CN2CCN(c3nc(-c4cccc(OC)c4)cs3)CC2)c1,2.6,18.8,3.9,-1.2,19.3,0.7,1.4,-2.6,0.5
O=C(Nc1ccc2c(c1)OCO2)c1cnn2c1NC(c1ccco1)CC2C(F)(F)F (stereo not given),1.0,6.1,-7.3,0.3,20.4,-0.5,2.2,-3.5,0.0
O=C(CS(=O)CC(=O)N(CC(=O)NC1CCCC1)C1CCCC1)Nc1ccc(F)cc1 (stereo not given),-0.8,-1.9,-4.5,0.5,3.6,-0.1,0.7,-4.0,-0.8
CC(C)(C)OC(=O)N1CCCN(C(=O)Nc2ccccc2)CC1,-0.2,4.3,-3.4,0.8,-3.9,0.2,2.7,-4.5,0.7
CN(C)S(=O)(=O)c1cccc(NC(=O)CN2C(=O)NC(Cc3c[nH]c4ccccc34)C2=O)c1 (stereo not given),1.6,8.2,-6.5,-0.5,-11.2,2.4,-1.9,1.2,0.1
Cc1ccc(C2=NCCNC2=O)c(C)c1,5.5,0.4,0.5,0.7,20.9,-0.3,0.5,1.9,-0.1
CC(c1ccccc1)n1c(-c2ccncc2)n[nH]c1=S (stereo not given),3.0,-12.8,-8.5,-1.0,10.3,-1.1,-1.3,-3.2,0.4
O=C1N=C2SCCN2/C1=C\c1ccccc1Cl,2.4,-2.5,-8.4,-0.5,25.1,-6.0,-0.7,-1.9,0.9
c1ccc(-n2c(-c3ccco3)nnc2-c2ccco2)cc1,2.6,11.0,-7.1,-0.9,42.6,-1.3,-1.3,-2.5,0.3
O=C(/C=C1\SC(=O)NC1=O)Nc1ccc(C(=O)O)cc1,0.9,15.4,-8.5,-0.1,-7.5,1.2,-3.2,-5.8,-0.1
CCOc1ccccc1CNS(=O)(=O)c1ccc2[nH]c(=O)sc2c1,9.4,15.7,10.4,2.9,35.1,1.0,-2.1,2.4,1.1
O=C(CSc1nc2ccccc2s1)c1cc2ccccc2o1,1.9,16.8,-12.5,-0.1,3.5,0.1,-0.7,-1.9,1.0
c1ccc(-n2nnc3ccccc32)nc1,4.4,0.9,-2.4,0.3,41.4,-0.8,0.1,-1.8,1.9
O=C(NNc1cccc([N+](=O)[O-])c1)/C(=C\c1cccnc1)NC(=O)c1ccccc1,-0.3,8.5,1.7,0.6,20.3,2.4,-2.9,-3.6,1.4
Cc1cc2cc(CNC(=O)Nc3ccc(Cl)c(Cl)c3)ccc2n1C,-2.8,13.0,-12.0,0.1,6.7,-0.3,1.4,-2.0,1.2
CCc1ccc(C2=NNC(=Nc3c(C)n(C)n(-c4ccccc4)c3=O)SC2)cc1,4.9,2.0,-4.8,-1.1,14.1,-0.4,-2.7,-4.1,0.1
CC(C(=O)NN)c1ccc([N+](=O)[O-])cc1 (stereo not given),5.9,-5.6,-6.8,-0.9,7.2,-0.4,-2.6,3.1,-0.5
O=C(CN1CCN(Cc2ccc(Cl)cc2)CC1)N/N=C/c1ccncc1,7.9,-8.8,-4.5,8.3,23.2,1.5,-2.5,0.3,1.0
O=C(Oc1ccc(NC2=NS(=O)(=O)c3ccccc32)cc1)c1cccnc1,2.8,11.4,-5.6,1.0,7.4,0.4,2.3,-1.0,0.4
C=CCNC(=O)c1cccc(Br)c1,1.6,-2.4,-9.7,1.0,25.3,-0.7,-3.9,-0.1,0.1
Cc1ccc(-c2cc(C(=O)NCCCn3ccnc3)no2)cc1,5.0,18.5,2.3,-0.7,15.1,-1.8,-1.4,-1.4,0.7
COc1ccccc1NC(=O)c1cn(C)c(=O)c2cc(OC)c(OC)cc12,2.0,6.8,-7.3,0.8,35.8,-1.7,2.3,-0.1,0.5
O=C(Nc1cccc(S(=O)(=O)N2CCOCC2)c1)c1cn(-c2ccccc2)nc1-c1ccc(F)cc1,3.0,6.0,4.9,2.1,72.5*,0.2,-0.7,-1.1,1.2
CC(C)(C)c1ccc(Oc2ccc(NC(=O)c3ccco3)cn2)cc1,72.3*,16.9,-7.3,7.4,14.6,-29.6,-1.3,79.5*,6.4
N#Cc1ccccc1NC(=O)COC(=O)c1ccc(S(=O)(=O)N2CCCC2)cc1,2.0,-8.4,-5.9,2.5,-11.5,-3.1,4.4,-5.0,0.6
O=[N+]([O-])c1ccc(/C=N/Nc2ncc(-c3ccccc3)cn2)cc1,4.1,-20.4,-3.8,0.5,-11.0,1.4,0.5,-0.7,0.6
COc1ccc(C(=O)NC2=Nc3ccccc3N=C(C)C2c2ccccc2)cc1 (stereo not given),3.0,7.0,-10.0,-1.1,1.9,6.5,4.8,2.3,0.6
Cc1ccc(S(=O)(=O)N2CCOCC2)cc1C(=O)N1c2ccccc2Sc2ccccc21,2.6,-15.7,0.6,-1.3,16.6,-3.1,-1.0,-0.5,-0.4
CCc1nnc(NC(=O)CN2CCN(c3ccccc3OC)CC2)s1,1.6,0.1,-5.0,1.3,29.4,-0.3,0.1,-3.6,0.5
CCCC1(C(=O)O)NC(c2ccccc2O)C2C(=O)N(Cc3ccccc3)C(=O)C21 (stereo not given),0.4,31.9,0.3,1.1,21.5,0.7,-1.4,-3.4,0.3
CC(=O)/C(CN1CCCCC1)=N\O,1.6,-10.3,1.6,0.1,-14.4,0.6,-2.4,-3.6,1.5
CC(C)(C)c1nnc(NC(=O)CCn2cnc3ccccc3c2=O)s1,3.4,0.7,-7.1,0.0,6.8,0.9,-0.4,0.1,0.2
O=C(Nc1nc2ccccc2[nH]1)C1CCC1,9.8,24.7,2.2,0.1,-5.0,-3.0,8.6,3.7,0.4
O=C(NCc1ccco1)C(c1ccccc1)N(Cc1cccnc1)C(=O)Cn1nnc2ccccc21 (stereo not given),8.6,16.8,-0.9,0.4,-1.6,-2.0,-2.9,3.3,-1.3
CC(C)CC(=O)Nc1ccc2ccccc2c1,-1.5&5.9,10.4&7.8,-4.2&-10.8,0.5&-0.4,11.1&7.8,0.3&3.7,8.7&0.9,-0.9&1.8,0.3&0.2
O=c1[nH]cnc2c1sc1nc3c(c(-c4ccc(Cl)cc4)c12)CCC3,1.7,11.2,-6.8,0.1,85.4*,-1.4,2.4,-1.1,0.8
O=C(NCc1nc2ccccc2[nH]1)C1=C[C@H](c2ccccc2)C[C@H](OCc2ccc(CO)cc2)O1,-0.8,2.8,-2.5,-2.2,21.0,3.7,0.4,1.8,-1.1
O=c1c2c3c(sc2nc(NCCO)n1CCc1ccccc1)CCCCC3,11.7,20.9,-1.7,1.1,54.1,-1.3,4.1,3.6,0.4
CCn1cc(C(=O)NCc2ccc3c(c2)OCO3)c(=O)c2cc(F)c(N3CCN(C)CC3)cc21,8.1,21.4,-2.5,1.6,·,-5.3,2.0,2.4,1.1
S=C(NCc1ccccn1)Nc1ccc(Br)cc1Cl,-0.2,-1.3,-6.2,-0.5,-21.9,-1.9,1.5,-0.8,0.0
Cc1csc(NC(=O)CSc2nnc(-c3ccccc3)o2)n1,3.8,28.1,-3.0,-0.1,33.6,0.3,-0.8,-2.8,-0.3
Nn1c(SCC(=O)NC(=O)NC2CCCC2)nnc1-c1ccccc1F,3.5,-9.2,-12.7,-0.1,-3.2,-4.3,-0.6,-0.4,0.1
Clc1ccccc1CONc1ncnc2nonc12,6.3,23.1,3.3,-0.3,16.9,7.9,4.5,1.6,-0.7
COc1ccc(N(CC(=O)Nc2ccccc2C(=O)NCC(C)C)S(C)(=O)=O)cc1,5.0,7.8,2.2,0.7,22.0,2.8,0.3,1.7,0.2
CCCc1cc(=O)n2[nH]c(CCc3ccccc3)nc2n1,0.2,-3.5,-2.4,0.6,22.6,1.3,0.4,-0.7,0.9
CCOC(=O)N/N=C\c1ccc([N+](=O)[O-])s1,0.8,4.0,3.0,1.2,-5.7,-6.4,-2.4,-1.7,0.4
CSc1cccc(NS(=O)(=O)c2cccc3nsnc23)c1,6.2,8.6,-2.3,1.3,35.8,-1.1,-2.9,3.2,0.0
c1ccc(N2CCN(c3nnc(Cc4cccnc4)c4ccccc34)CC2)nc1,12.1,9.5,5.3,3.0,23.4,-3.7,1.1,1.3,0.5
NC(=O)CSc1nc2c(c(=O)n1-c1ccccc1)C1(CCCCC1)Cc1ccccc1-2,5.9,-6.1,-12.4,0.7,58.7,-1.9,2.0,0.1,0.6
